Bioassay records as filed in PubChem.
Insulin prom inh = TRM-6 insulin promoter activity inhibition; TRM-6 cells (human fetal islet line), insulin promoter-eGFP reporter, imaging; reporter expression induced with tamoxifen; inhibition, % at 2 µM; hit rate 0.9% among 130,000; AID 1273;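 active = inhibition above the mean plus 3 SD, with well images judged a real hit on visual review, cut at about 60% in these data, passing the limit was not always enough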
SDO1 yeast rescue = compounds rescuing growth of sdo1-depleted yeast, bone marrow failure model; hit rate 0.21% among 140,000; z-score at 10 µM; S. cerevisiae sdo1-depleted JHY4D growth rescue, OD600 30 h; hits give high values; pdr5 snq2 efflux-pump mutant strain;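 active = z-score above 3 at both the 24 hr and the 30 hr optical density reads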;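 note: z-score against mean and SD of all compound wells on the same plate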
SDO1 yeast rescue Rescue 24 h = further read-out of SDO1 yeast rescue, marked with its call; z-score; S. cerevisiae sdo1-depleted JHY4D growth rescue, OD600; measured here: growth rescue at 24 h;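 0 is the plate mean of compound wells and units are plate SD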
Active calls of the source: *; . = not tested or not shown; [ ] = another dose, or the depositor's remark.

SMILES	Insulin prom inh	SDO1 yeast rescue	SDO1 yeast rescue Rescue 24 h
CSc1ccc(C(=S)N2CCN(C(c3ccccc3)c3ccccc3)CC2)cc1	-50.0	0	0.28
CCC1(O)CC(C(=O)OC)=NN1C(=O)c1ccccc1 (stereo not given)	16.1	0.16	0.07
COc1ccc(CNC(=O)CN=C2NC(=O)C(c3ccccc3)(c3ccccc3)N2)cc1	.	0.29	-0.18
CC(=O)OC(C)C(=O)NS(=O)(=O)c1ccc(C)cc1 (stereo not given)	-45.5	.	.
Nc1nc2ccccc2n1C(=O)c1cccs1	0.0	.	.
COc1ccc(N(CC(=O)N/N=C/c2cccs2)S(=O)(=O)c2ccc(OC)c(OC)c2)cc1	-20.4	0.26	0.06
S=c1[nH]nc(Cc2ccccc2)n1-c1ccccc1	27.0	-0.28	-0.38
CC(C)Cn1c(=O)c2ccccc2c2ccccc2c1=O	-7.7	-0.28	2.32
Cc1cc(C)c(C#N)c(SCS(=O)c2ccc(C(C)(C)C)cc2)n1 (stereo not given)	.	-1.26	-1.11
CCn1c(N)c(C(=O)NC)sc1=S	-33.3	-0.23	-0.6
CCCOc1ccc(CN(CCC#N)C(=S)NC(=O)c2ccccc2)cc1	-3.7	-0.77	-1.55
Cc1noc(C)c1COc1ccc(C(=O)NCc2ccccn2)cc1	-54.5	1.06	1.09
CCN(CC)CCN1C(=O)C(=O)/C(=C(/O)c2ccc(C)cc2)C1c1ccncc1 (stereo not given)	37.0	1.56	1.82
CCc1ccc(-c2csc(NC(=O)C3CCCO3)c2C(=O)OC(C)C)cc1 (stereo not given)	.	0.46	0.2
COC(=O)c1ccc2ncccc2c1	-257.1	1.02	1.2
CCOC(=O)C1=C(C)NC(C)=C(C(=O)OCCNC(=O)c2cccnc2)C1c1cccc([N+](=O)[O-])c1 (stereo not given)	-53.3	1.5	0.14
O=C(CCCN1C(=O)c2cccc3cccc(c23)C1=O)NCCN1CCOCC1	38.9	.	.
Cc1cc(C)nc(/N=C2/NC(=O)CS2)n1	.	-0.42	0.11
O=C(COC(=O)c1cccc2ccccc12)Nc1cccnc1Cl	.	0.96	1.46
CNC(=O)c1csc(-c2ccncc2)n1	19.4	0.41	-0.01
CC(C)CCn1c(CN2CCN(Cc3ccccc3)CC2)nc2c1c(=O)[nH]c(=O)n2C	.	-0.14	-0.57
COc1ccc(C(=O)Nc2c(C)ccc3nsnc23)cc1[N+](=O)[O-]	-12.8	1.13	1.95
COC(=O)CN(C(=S)Nc1ccc(F)cc1)C1CC(=O)N(c2ccc(OC)cc2)C1=O (stereo not given)	21.4	0.11	0.03
CCC1=NN(C(=O)COc2ccccc2)C(O)(c2ccncc2)C1 (stereo not given)	50.0	.	.

Quoted at random: five entries already listed
SMILES	Insulin prom inh	SDO1 yeast rescue	SDO1 yeast rescue Rescue 24 h
S=c1[nH]nc(Cc2ccccc2)n1-c1ccccc1	27.0	-0.28	-0.38
CNC(=O)c1csc(-c2ccncc2)n1	19.4	0.41	-0.01
Cc1cc(C)c(C#N)c(SCS(=O)c2ccc(C(C)(C)C)cc2)n1 (stereo not given)	.	-1.26	-1.11
CC(C)Cn1c(=O)c2ccccc2c2ccccc2c1=O	-7.7	-0.28	2.32
CCC1(O)CC(C(=O)OC)=NN1C(=O)c1ccccc1 (stereo not given)	16.1	0.16	0.07

Continuation.
SMILES	Insulin prom inh	SDO1 yeast rescue	SDO1 yeast rescue Rescue 24 h
COc1cccc(NC(=O)CN(Cc2ccccc2)S(C)(=O)=O)c1	-30.0	-0.8	-0.02
CCOC(=O)c1sc(NC(=O)/C=C/c2cnn(C)c2C)c(C(=O)OCC)c1C	-13.3	-1.69	-0.18
COc1ccc(NC(=O)CN(C)CC(=O)Nc2ccc(Cl)cc2F)cc1	-29.4	.	.
CCN(CC)CCC#CC(O)(c1ccccc1)c1ccccc1	.	0.36	-0.18
CCOC(=O)C1CCCCN1C(=O)CCc1c(C)nc2cc(-c3ccccc3)nn2c1C (stereo not given)	.	-1.84	-1.38
O=C(N/N=C/C=C/c1ccccc1)c1ccncc1	57.1	0.64	-0.66
O=C(C(Cc1ccccc1)N1C(=O)C2C3C=CC(C3)C2C1=O)N1CCCCC1 (stereo not given)	7.1	-0.68	-0.73
O=C1CCC/C(=N/NC(=O)C2CCN(S(=O)(=O)c3cccs3)CC2)C1	23.1	0.45	0.31
Cc1cccc(NC(=O)NC(C)C(c2cccs2)N2CCOCC2)c1 (stereo not given)	.	0.34	0.9
CCNC(=S)N(Cc1ccc2c(c1)OCO2)C1CC(=O)N(c2ccc(OC)cc2)C1=O (stereo not given)	-11.5	-1.32	-0.74
CC(C)N=c1scc(-c2cccs2)n1/N=C/c1ccc(O)c(O)c1O	27.0	-1.33	-1.19
O=C(Cc1ccccc1F)Nc1cccc2cccnc12	13.3	0.07	0.64
COc1ccc(CCNC(=O)Cn2cnc3c(nnn3Cc3ccccc3F)c2=O)cc1OC	20.0	0.73	0.73
Cc1nn(-c2ccccc2)c(N)c1C(O)(CSc1nccn1C)C(F)(F)F (stereo not given)	.	0.67	-0.16
Cc1nc(C)c(CCNC(=O)c2ccccc2)s1	.	0.95	0.92
COc1cnc(-c2ccccn2)nc1NC(C)C	25.0	.	.
Cc1c(Cl)cccc1N/C(SCC(=O)N1CCCCCC1)=C(/C#N)c1nc2ccccc2s1	.	0.38	0.66
O=C(CCCCCNC(=O)c1ccccc1)N/N=C/c1ccccc1O	-20.0	0.51	-0.6
CCN(CC)S(=O)(=O)c1ccc(NC(=O)c2cc(-c3cccs3)nc3ccccc23)cc1	-25.9	0.47	0.99
CN1CCN(C(=O)CCc2ccc(S(=O)(=O)NC3CCCCC3)cc2)CC1	-12.5	.	.
Nc1nc(-c2ccc(Cl)cc2)nn1C(=O)c1cccs1	41.7	.	.
c1ccc(Nc2nn[nH]n2)cc1	25.8	0.19	-0.39
CC(C)OCCCNCC(O)c1ccccc1 (stereo not given)	-53.3	0.99	1.94
CCOc1ccc(NC(=O)C2CC(=O)N(c3cc(C)cc(C)c3)C2)cc1 (stereo not given)	18.8	-0.72	-0.62
O=C(CNc1ccc(Br)cc1)c1ccccc1	-16.7	-0.2	1.29
COC(=O)c1c(NC(=S)NC(=O)c2ccco2)sc2c1CCCC2	26.7	-0.55	-0.17
Cc1cc(C)nc(/N=C(\N)Nc2cc([N+](=O)[O-])ccc2C)n1	.	0.15	0.02
COc1cccc(NC(=O)CN(c2ccc(C)cc2)S(=O)(=O)c2c(C)nn(C)c2C)c1	.	-0.45	-0.65
CC1CCCCN1CC(=O)Nc1sccc1C#N (stereo not given)	-7.2	0.27	-0.47
Cc1ccc(NC(=O)c2csc(-c3ccccc3)c2C)cc1	.	0.07	1.59
COc1ccc(C(=O)c2nc3c(n2O)CCCCC3)cc1	33.3	-0.31	-1.05
COc1ccc(C(C(=O)NC2CCCCC2)N(C(=O)Cc2c[nH]c3ccccc23)c2ccc(NC(C)=O)cc2)cc1OC (stereo not given)	-70.0	0.17	-0.38
COc1ccc2c(c1)CCN=C2Cc1ccc(OC)c(OC)c1	-137.5	0.48	0.06
Nc1ccc(S(=O)(=O)N2CCCC2)cc1	.	1.63	1.32
O=C(O)CSCc1cnn(-c2ccccc2)c1-n1cccc1	.	0.35[13.2 µM]	0.26
O=C(c1ccc2c(c1)[nH]c(=S)n1c3ccccc3nc21)N1CCN(c2ncccn2)CC1	34.2	-0.61	1.3
O=[N+]([O-])c1ccc2nc(-c3ccc(OC(F)F)cc3)cn2c1	-72.7	.	.
Cc1n[nH]c(=S)n1/N=C/c1ccc(OCc2ccc(Cl)cc2)cc1	0.0	-1.67	-0.91
COc1ccc(-c2noc(=O)[nH]2)cc1	33.3	0.63	1.66
O=C(Cn1c(=O)c2c(ncn2Cc2ccccc2)n(Cc2ccccc2)c1=O)N1CCc2ccccc21	53.9	-1.04	-0.9
CCCCn1c(-c2nn(C)cc2Cl)n[nH]c1=S	-80.0	-0.61	-0.54
CC(C(=O)NC1CCCC1)N(c1ccc(Oc2ccccc2)cc1)S(C)(=O)=O (stereo not given)	-15.8	.	.
O=C(O)C1CCCN1S(=O)(=O)c1ccc2c(c1)CCC2 (stereo not given)	.	1.24	0.77
Cc1[nH]c2ccccc2c1SCC(=O)N1CCN(c2ccccc2)CC1	.	-1	-0.8
COc1cc(C(=O)NCC(=O)N/N=C(/C)c2ccc3c(c2)CCCC3)cc(OC)c1OC	-77.8	.	.
CCN(CC)CCN1C(=O)C(=O)/C(=C(/O)c2ccc(Cl)cc2)C1c1ccncc1 (stereo not given)	.	0.11	-1.35
COc1cccc(/C=N/n2c(-c3ccco3)nc3ccccc3c2=O)c1OC	-58.6	-0.34	-0.3
COCCCn1c(SCc2nc3ccccc3c(=O)[nH]2)nc2ccccc2c1=O	4.3	-0.71	-0.54
CCN(CC(=O)NC(=O)NC1CCCCC1)Cc1nc2ccccc2c(=O)[nH]1	-3.1	-0.22	-0.74
O=C(CNC(=O)c1cccs1)NCCN1CCN(Cc2ccccc2)CC1	.	-0.27	-1
CCC/C(=N/NC(=O)c1cccc(Cl)c1)c1ccccc1	-33.3	-0.53	-0.7
Cc1ccc(Cl)cc1-c1ccc(C=Nc2ccc(N3CCOCC3)cc2)o1	-24.1	-0.41	-0.57
NS(=O)(=O)c1ccc(CCNC(=O)/C=C/c2ccccc2[N+](=O)[O-])cc1	53.3	.	.
COC(=O)c1ccc(/C=N/NC(=O)c2cccc(F)c2)cc1	20.0	-0.03	1.39
COc1ccccc1NC(=O)Cn1c(=O)n(CCc2c[nH]c3ccccc23)c(=O)c2cccnc21	17.1	1.48	0.48
COc1ccccc1/C=N/NC(=O)c1ccccc1NS(=O)(=O)c1ccc(C)cc1	-100.0	0.42	0.75
O=C(/C=C/c1ccco1)NC1CCCC1	57.1	.	.
Cc1ccccc1C1=N/C(=C/c2cccnc2)C(=O)O1	-6.7	.	.
CCOC(=O)C(NC(=O)Nc1ncccn1)(Oc1ccccc1)C(F)(F)F (stereo not given)	-190.0	0.09	-0.46
CCN(CC)C(=S)SCC(=O)Nc1cccc(C(F)(F)F)c1	31.8	.	.

4 entries out of the list above, sorted by their value in Insulin prom inh, smallest number first.
SMILES	Insulin prom inh	SDO1 yeast rescue	SDO1 yeast rescue Rescue 24 h
CCOC(=O)C(NC(=O)Nc1ncccn1)(Oc1ccccc1)C(F)(F)F (stereo not given)	-190.0	0.09	-0.46
COc1ccccc1/C=N/NC(=O)c1ccccc1NS(=O)(=O)c1ccc(C)cc1	-100.0	0.42	0.75
CCN(CC)C(=S)SCC(=O)Nc1cccc(C(F)(F)F)c1	31.8	.	.
NS(=O)(=O)c1ccc(CCNC(=O)/C=C/c2ccccc2[N+](=O)[O-])cc1	53.3	.	.

Following part
SMILES	Insulin prom inh	SDO1 yeast rescue	SDO1 yeast rescue Rescue 24 h
COc1ccc(S(=O)(=O)NC(C)C(=O)Nc2cccc(C(C)=O)c2)cc1 (stereo not given)	-41.7	0.98	1.84
O=S(=O)(NCc1ccccc1F)c1cccc(S(=O)(=O)N2CCOCC2)c1	-64.3	.	.
COc1ccc(C(=O)C(CN2CCCC2)c2ccccc2)cc1 (stereo not given)	.	-0.37	-0.32
COC(=O)c1ccnc(/C=N/O)c1	-34.3	2.17	1.64
CN(C)c1nc(N)c([N+](=O)[O-])c(NCCO)n1	.	0.24	0.26
Cc1ccc(-c2c3c(=O)n(C)c(=O)n(C)c3c3nnc4ccccc4n23)cc1	-19.1	.	.
COCCNC(=O)C(c1cccs1)N(C(=O)Cn1nnc2ccccc21)c1ccc(OC)cc1 (stereo not given)	-443.8	0.42	0.19
Cc1ccn2cc(C(=O)NC3CCN(Cc4ccccc4)CC3)nc2c1	6.1	-0.05	-0.02
COC(=O)CSc1[nH]c2ccc(Br)cc2c1[N+](=O)[O-]	6.7	.	.
O=C1C=C(NCc2ccco2)CC(c2ccc(Cl)cc2)C1 (stereo not given)	-7.9	0.94	1.18
Cc1cc(Nc2ncc(Cl)cc2Cl)n(-c2ccccn2)n1	-21.4	-0.39	-0.45
Cc1cc(OC(=O)N2CCCCC2)cc(C)c1Cl	-72.2	-0.75	-0.5
Cc1ccc(-c2ccccc2NC(=O)C2C3C=CC(C3)C2C(=O)O)o1 (stereo not given)	.	-0.98	-1.17
O=P(O)(O)C(O)C(F)(F)C(F)(F)C(F)(F)C(F)F (stereo not given)	-15.8	1.18	1.06
CCCc1cc(=O)oc2cc(C)cc(OC(=O)c3ccco3)c12	.	0.79	2.36
O=C(CSc1nc2ccccc2c(=O)n1CCC(=O)N1CCCCC1)NCc1ccccc1	-31.6	-0.43	-1.03
O=c1[nH]c(CSc2nnc(NCCCN3CCOCC3)s2)nc2cc(Cl)ccc12	38.7	1.03	1.36
COc1cc(OC)c(NC(=O)c2c(-c3ccccc3)noc2C)cc1Cl	79.3*	-0.31	0.96
CC1=CS(=O)(=O)CC1Sc1ncn[nH]1 (stereo not given)	-50.0	1.63	1.92
CN(C)c1nc(NCc2ccccc2)nc(SCC(=O)Nc2ccc(Cl)c(Cl)c2)n1	-6.7	-0.23	0.2
CC1(C)Cc2nc3sc4c(N(CCO)CCO)nnnc4c3cc2CO1	-53.3	.	.
COc1ccc(NC(=S)N(CCCN2CCOCC2)Cc2ccccn2)cc1	26.7	.	.
Cc1ccc(C)c(OCCCC(=O)Nc2ccc(N3CCOCC3)cc2)c1	-15.1	-0.47	1.38
COc1ccccc1-c1nc(-c2ccc(C)nc2OC)no1	21.0	-0.44	-0.74
CN(C)CC1CCCCC1OC(=O)c1ccc(Cl)cc1Cl (stereo not given)	40.0	-0.01	0
CCOC(=O)/C(C#N)=C1/C=CN(c2ccccc2)C=N1	-25.9	0.07	-0.29
C[C@H](NC(=O)Nc1ccccc1F)C(=O)O	-103.6	0.2	-0.01
CC(C)CSc1nc2ccccc2n1CC(=O)O	23.1	.	.
N#CC1=C(N)Oc2c(oc(CO)cc2=O)C12C(=O)Nc1ccc(Cl)cc12 (stereo not given)	.	0.75	0.98
